CD11b adhes enh – CD11b/CD18-fibrinogen binding enhancement; P05107+P11215; K562 CD11b/CD18 adhesion to fibrinogen, ATPlite luminescence; activation, % at 10 µM; 93,000 tested, 0.07% active; AID 1499;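 active means 10 µM primary screen giving 50% or more activity, confirmed by 40% or more on retest at that dose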; further: strong numbers were not always called active
Target sequence (P05107 whole entry, looked up, other chains not shown): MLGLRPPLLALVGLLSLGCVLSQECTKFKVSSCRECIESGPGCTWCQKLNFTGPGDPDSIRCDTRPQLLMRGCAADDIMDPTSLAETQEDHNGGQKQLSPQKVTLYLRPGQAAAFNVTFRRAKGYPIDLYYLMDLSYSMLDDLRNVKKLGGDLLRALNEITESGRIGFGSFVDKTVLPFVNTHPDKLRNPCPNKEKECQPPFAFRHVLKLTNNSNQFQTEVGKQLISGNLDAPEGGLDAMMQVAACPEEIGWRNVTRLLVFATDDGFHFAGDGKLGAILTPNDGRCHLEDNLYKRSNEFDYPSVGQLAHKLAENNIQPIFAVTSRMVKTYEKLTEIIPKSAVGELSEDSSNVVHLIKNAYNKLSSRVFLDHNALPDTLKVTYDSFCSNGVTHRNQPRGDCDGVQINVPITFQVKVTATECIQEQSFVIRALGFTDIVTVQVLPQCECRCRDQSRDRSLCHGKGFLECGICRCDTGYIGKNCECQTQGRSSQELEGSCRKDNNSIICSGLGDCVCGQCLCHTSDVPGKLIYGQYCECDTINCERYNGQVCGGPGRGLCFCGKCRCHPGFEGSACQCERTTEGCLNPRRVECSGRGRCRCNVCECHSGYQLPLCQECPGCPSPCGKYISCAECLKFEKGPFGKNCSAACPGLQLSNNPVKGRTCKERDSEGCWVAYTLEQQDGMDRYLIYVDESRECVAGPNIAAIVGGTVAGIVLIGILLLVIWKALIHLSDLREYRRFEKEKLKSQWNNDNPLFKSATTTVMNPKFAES
Mac1 fbg inh – inhibitors of human CD11b/CD18 binding to fibrinogen; K562 CD11b/CD18 adhesion to fibrinogen, ATPlite luminescence; Mn2+ added to activate the integrin; inhibition, % at 10 µM; 93,000 tested, 0.54% active;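 active means primary inhibition of 50% or more at 10 µM, then 40% or more on retest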; further: some results filed as inactive read as strong as hits
PLK1 kinase inh – blocks human PLK1 kinase activity. P53350. inhibition, % at 10 µM. 97,000 tested, 0.53% active. recombinant PLK1 kinase, TR-FRET peptide phosphorylation;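 active means inhibition of 50% or more in the single-concentration screen; inactive means inhibition below 50%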;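 further: 0% = DMSO max control and 100% = H-89 dihydrochloride min control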
PLK1 PBD inh – blocks phosphopeptide binding to human Plk1 polo box domain; AID 693; 97,000 tested, 0.13% active; P53350; Plk1 PBD phosphopeptide binding, fluorescence polarization; inhibition, %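 (tested at about 20 µM)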; in the data active means inhibition above about 34%, passing the limit was not always enough
ERb SRC1 inh – ER-beta (human) coactivator binding inhibition | inhibition, % at 25.6 µM | AID 633 | 86,000 tested, 1.3% active | Q92731 | TR-FRET ER-beta LBD / SRC1-Cy5 peptide binding; receptor agonist-loaded with 1 µM estradiol;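 active means compounds whose percent inhibition of the receptor-coactivator binding signal exceeds about 50% in the single-dose screen, limit read from the data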;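 further: 0% = receptor plus peptide wells without compound and 100% = peptide-only wells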
Rev-RRE block – inhibitors of HIV-1 Rev-RRE RNA interaction; 97,000 tested, 0.79% active; P05866; Rev peptide-RRE RNA binding, FRET; inhibition, % at 8 µM; AID 704;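 active means inhibition above the screen-wide mean plus 3 SD, cut at about 35% in these data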;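 further: 0% = median DMSO wells and 100% = median Neomycin B control wells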
Target sequence (P05866 whole entry, looked up): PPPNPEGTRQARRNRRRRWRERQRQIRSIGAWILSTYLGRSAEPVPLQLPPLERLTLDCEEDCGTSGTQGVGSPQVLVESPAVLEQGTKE
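Assay system: labelled RRE RNA duplex and labelled Rev peptide / Medium: HEPES pH 7.5 salt buffer with EDTA / Reagent: labelled Rev peptide / Schedule: 5 + 15 min at 25 °C / Signal: FRET, excitation 480 nm, emission 540 nm donor and 671 nm acceptor / Benchmarks: DMSO and neomycin B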
ERa coact pot – enhances coactivator binding to human estrogen receptor alpha | 86,000 tested, 1.3% active | AID 639 | TR-FRET ERalpha-LBD/SRC-Cy5 coactivator binding, 2 h; 100 = basal binding, no effect | coactivator binding (% of control), % at 25.6 µM | P03372; in the data active means activity above about 200%;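 further: binding measured in presence of low estradiol as agonist stimulus; 0% = peptide alone without receptor and 100% = receptor with peptide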
FAK blocker – FAK (human) kinase inhibition. biochemical FAK kinase activity assay. 97,000 tested, 0.84% active. inhibition, %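 (tested at 7 µM)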; in the data active means inhibition above about 19%;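 further: 0% = DMSO and 100% = reference compound high control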
ERa coact inh – ER-alpha (human) coactivator binding inhibition; P03372; 86,000 tested, 1.7% active; inhibition, % at 25.6 µM; AID 629; TR-FRET ER-alpha LBD / SRC-1 peptide, estradiol-bound; in the data active means inhibition above about 50%;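 further: 0% = receptor plus peptide control and 100% = peptide only without receptor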
* = called active by the depositor; x = no result given; [ ] = another dose, or the depositor's remark.

SMILES | CD11b adhes enh | Mac1 fbg inh | PLK1 kinase inh | PLK1 PBD inh | ERb SRC1 inh | Rev-RRE block | ERa coact pot | FAK blocker | ERa coact inh
COc1ccc(C(=O)Cn2c(=O)c(CCC(=O)O)nn3c4ccccc4nc23)cc1OC | 2.4 | -21.1 | -8.3 | -5.8 | -12.9 | 0.3 | 107.6 | -2.7 | -27.4
Cn1nnc2cc(C(=O)NC(C)(C)C)ccc21 | 2.9 | 0.0 | -13.8 | 3.7 | -7.5 | 5.4 | 96.9 | 3.4 | 2.3[fluorescence artefact?]
O=C(CSc1nc(-c2ccco2)cc(C(F)(F)F)n1)N1CCCc2ccccc21 | x | x | -3.0 | -6.3 | -6.7[fluorescence artefact?] | 11.9 | 120.4 | -0.9 | 3.6[fluorescence artefact?]
COc1ccc(CCNC(=O)C2CC(c3ccccc3[N+](=O)[O-])=NO2)cc1 (stereo not drawn) | x | x | -4.3 | -3.9 | x | 0.7 | x | 1.8 | x
CCc1cc2c(NCCN3CCCCC3)ncnc2s1 | 7.0 | -1.7 | -6.3 | 0.3 | 14.9 | 3.0 | 99.2[fluorescence artefact?] | -2.1 | 0.5
CC(C)C(=O)Nc1ccc(C(=O)NNC(=O)NC2CCCCC2)cc1 | -1.2 | -2.0 | -1.3 | -17.6 | x | -1.7 | x | 2.9 | x
O=C(Nc1cccc(Cl)c1Cl)C1CCN(c2ncccn2)CC1 | x | x | -11.5 | 3.7 | -6.1 | 1.7 | 206.2* | 1.0 | -9.0
Cc1onc(-c2ccccc2Cl)c1C(N)=O | -1.1 | -12.4 | -8.8 | -15.0 | 9.6 | 6.6 | 112.3 | -3.9 | 0.7
CC1=CCC(Cc2nc3ccccc3o2)C1(C)C (stereo not drawn) | -1.5 | 11.1 | -5.2 | -36.4 | -2.5 | 3.4 | 117.4 | 0.7 | 3.0
CC1(C)CC(=O)C(C=NCC2CCCO2)=C(O)C1 (stereo not drawn) | 0.3 | -8.4 | -13.7 | 13.6 | 0.5 | 2.4 | 106.9 | 1.6 | 0.6
COc1ccc(N=C(N(C)C)P(=O)(N(C)C)N(C)C)cc1 | -2.7 | 5.1 | 0.1 | 13.1 | -4.6 | 0.2 | 102.9 | -6.7 | 27.6[fluorescence artefact?]
Cc1ccc2oc3c(c(=O)c2c1)C(c1cccs1)N(CCCN(C)C)C3=O (stereo not drawn) | -1.8 | -51.3 | x | x | 8.1[fluorescence artefact?] | x | 82.4 | x | 0.5
CCOC(=O)N1CCN(CCC(=O)Nc2ccc(OC(F)(F)F)cc2)CC1 | x | x | 0.7 | -6.6 | x | 6.5 | x | 3.5 | x
O=c1c2[nH]c3ccccc3c2ncn1Cc1cccnc1 | -2.8 | 3.2 | -5.1 | -0.5 | -5.3 | 1.9 | 119.1 | -0.8 | -9.9
C=CCn1c(SCC(=O)NCCC2=CCCCC2)nc2ccc(Cl)cc2c1=O | 10.7 | 9.3 | -12.3 | -6.4 | x | 12.3 | x | 2.0 | x
O=C(Nc1cnccn1)C1c2ccccc2Oc2ccccc21 | -3.0 | -4.6 | -13.1 | 8.9 | 1.1 | 4.6 | 117.4 | -0.2 | 1.9
CN1CCN(NC(=O)c2ccccc2F)CC1 | x | x | -6.8 | -20.7 | x | 5.6 | x | 1.0 | x
CN(C)CCNc1ncnc2c1cnn2-c1ccc(Cl)cc1 | -3.8 | 11.9 | -10.3 | -10.1 | 17.0 | 1.2 | 75.3 | -7.0 | 7.1
CN1CCN(c2ccc([N+](=O)[O-])cc2/C=N/NC(=O)c2ccc(F)cc2)CC1 | 1.3 | 5.6 | -7.7 | 29.2 | x | 2.2 | x | 12.5 | x
CCOC(=O)c1ccc(NC(=O)C2=C(C)Nc3nc(CCCO)nn3C2c2ccc(OC)cc2)cc1 (stereo not drawn) | x | x | -7.2 | 2.8 | -3.1 | 10.1 | 116.4 | 10.2 | 3.0
Cc1ccc(S(=O)(=O)Nc2cc(C(=O)O)ccc2N2CCCCC2)cc1 | -1.1 | -20.4 | -17.9 | -10.8 | 9.0 | 2.7 | 103.5 | 1.2 | -4.3[fluorescence artefact?]
Cc1cc(OCC(=O)Nc2ccccc2F)nc(C(C)C)n1 | 0.6 | 41.5 | -11.3 | -16.9 | x | 2.6 | x | -2.2 | x
CCCc1cc2c(=O)c(-c3ccc4c(c3)OCCO4)coc2cc1OC(=O)c1ccco1 | x | x | -11.6 | 26.5 | 20.8[fluorescence artefact?] | 7.7 | 122.0 | -0.3 | 50.8*
Cn1c(SCC(=O)NC(=O)NCc2ccco2)nnc1C(F)(F)F | -2.3 | -6.8 | -6.0 | 7.8 | 6.8 | 7.1 | 96.4 | 1.1 | 14.0
CCC1CCCCN1CCCNC(=O)c1ccc2c(=O)n(Cc3ccc(OC)cc3)c(=O)[nH]c2c1 (stereo not drawn) | -2.3 | -12.6 | -3.2 | 26.0 | 1.7 | 4.1 | 94.1 | -0.1 | 7.1[fluorescence artefact?]
c1ccc(C(c2ccccc2)N2CCN(Cc3nnnn3C3CCCCC3)CC2)cc1 | x | x | -6.1 | -12.3 | 24.1 | 2.6 | 208.7*[fluorescence artefact?] | 1.4 | 28.2
COc1ccccc1Cc1nc(-c2ccc(Br)o2)no1 | 0.2 | -1.1 | -1.2 | -5.0 | -3.7 | 4.6 | 97.5 | -0.2 | 5.7
O=C(/C=C/Nc1ccccc1)c1ccccc1 | -3.4 | -17.1 | -10.3 | -16.9 | 1.1 | -2.2 | 102.8 | 2.8 | 9.6
CC(=O)Nc1sc2c(c1C(N)=O)CCCC2 | x | x | -7.2 | 14.7 | -6.4 | 7.1 | 120.7 | 16.4 | -0.9
CCOC(=O)N1CCN(C(=O)C2CCCN(c3nc4ccc(OCC)cc4s3)C2)CC1 (stereo not drawn) | -1.9 | 2.9 | x | x | -5.1[fluorescence artefact?] | x | 141.0 | x | 0.1
CCCC(=O)N1CCN(c2ccc(NC(=O)C(C)(C)C)cc2)CC1 | x | x | -5.8 | -3.7 | -10.6[fluorescence artefact?] | -3.4 | 109.2 | -6.1 | -7.9
CCOC(=O)c1ccc(NC(=O)Nc2ccc3c4c(cccc24)C(=O)N3CC)cc1 | -3.7 | 7.6 | -3.2 | -0.3 | x | 14.9 | x | -7.9 | x
CCCC(C)C(=O)Nc1ccncc1 (stereo not drawn) | x | x | 1.0 | 6.2 | -9.3 | 1.0 | 100.1 | 1.0 | -8.9
Oc1ccc2ccccc2c1/C=N/c1nccs1 | 2.4 | 12.9 | -7.4 | 18.9 | 12.0 | 10.2 | 73.1 | 3.7 | 15.8
Cc1ccccc1C(=O)Nc1cccc(NC(=O)c2ccc(-c3ccc(Br)cc3)o2)c1 | 16.7 | 5.9 | -1.9 | 16.3 | 43.7 | -2.6 | 66.9 | 1.2 | 78.7*[fluorescence artefact?]
COCCCn1cnc2c(c1=O)c1nc3ccccc3nc1n2-c1ccc(C)cc1 | -1.8 | -4.9 | -4.3 | -6.4 | 6.1 | -0.6 | 106.0 | 0.7 | -7.0
O=C(Nc1ccc(Cn2cccn2)cc1)c1ccc(COc2ccc(Br)cc2)cc1 | 52.1* | -4.8 | -12.8 | 19.7 | x | 8.4 | x | 0.1 | x
COc1ccc(N2CCN(C(=O)CCN3C(=O)c4ccccc4S3(=O)=O)CC2)cc1 | -0.5 | 3.7 | -6.2 | -4.7 | -2.3 | 0.0 | 115.8 | 1.3 | -8.5
Cc1c[nH]c2cccc(OCC(O)CNC(C)(C)C)c12 (stereo not drawn) | 1.8 | -16.6 | -18.8 | 13.4 | 23.3 | 5.4 | 63.7[fluorescence artefact?] | 17.2 | 30.9[fluorescence artefact?]
CC(C)N(C(=O)Cn1c(SCC(=O)Nc2nccs2)nc2ccccc21)C(C)C | x | x | -0.9 | -24.9 | -5.9 | -0.8 | 106.8[fluorescence artefact?] | 1.8 | -8.0[fluorescence artefact?]

Structures listed so far containing a tert-butyl group:
SMILES | CD11b adhes enh | Mac1 fbg inh | PLK1 kinase inh | PLK1 PBD inh | ERb SRC1 inh | Rev-RRE block | ERa coact pot | FAK blocker | ERa coact inh
Cn1nnc2cc(C(=O)NC(C)(C)C)ccc21 | 2.9 | 0.0 | -13.8 | 3.7 | -7.5 | 5.4 | 96.9 | 3.4 | 2.3[fluorescence artefact?]
CCCC(=O)N1CCN(c2ccc(NC(=O)C(C)(C)C)cc2)CC1 | x | x | -5.8 | -3.7 | -10.6[fluorescence artefact?] | -3.4 | 109.2 | -6.1 | -7.9
Cc1c[nH]c2cccc(OCC(O)CNC(C)(C)C)c12 (stereo not drawn) | 1.8 | -16.6 | -18.8 | 13.4 | 23.3 | 5.4 | 63.7[fluorescence artefact?] | 17.2 | 30.9[fluorescence artefact?]

Copied from the results shown for reference:
SMILES | CD11b adhes enh | Mac1 fbg inh | PLK1 kinase inh | PLK1 PBD inh | ERb SRC1 inh | Rev-RRE block | ERa coact pot | FAK blocker | ERa coact inh
O=C(Nc1ccc(Cn2cccn2)cc1)c1ccc(COc2ccc(Br)cc2)cc1 | 52.1* | -4.8 | -12.8 | 19.7 | x | 8.4 | x | 0.1 | x
COc1ccc(N2CCN(C(=O)CCN3C(=O)c4ccccc4S3(=O)=O)CC2)cc1 | -0.5 | 3.7 | -6.2 | -4.7 | -2.3 | 0.0 | 115.8 | 1.3 | -8.5
Cc1c[nH]c2cccc(OCC(O)CNC(C)(C)C)c12 (stereo not drawn) | 1.8 | -16.6 | -18.8 | 13.4 | 23.3 | 5.4 | 63.7[fluorescence artefact?] | 17.2 | 30.9[fluorescence artefact?]
CC(C)N(C(=O)Cn1c(SCC(=O)Nc2nccs2)nc2ccccc21)C(C)C | x | x | -0.9 | -24.9 | -5.9 | -0.8 | 106.8[fluorescence artefact?] | 1.8 | -8.0[fluorescence artefact?]

Continued.
SMILES | CD11b adhes enh | Mac1 fbg inh | PLK1 kinase inh | PLK1 PBD inh | ERb SRC1 inh | Rev-RRE block | ERa coact pot | FAK blocker | ERa coact inh
O=C(COc1ccccc1Br)c1ccc(O)cc1O | -0.9 | 13.3 | -8.2 | 4.9 | 15.0 | 8.5 | 72.2 | 11.8 | 18.0[fluorescence artefact?]
CN(C)CCCN1C(=O)CSC1c1ccccc1 (stereo not drawn) | 0.4 | 2.7 | -4.5 | -6.9 | 14.8[fluorescence artefact?] | 2.5 | 87.4 | -8.4 | 19.6[fluorescence artefact?]
CCOC(=O)c1c(C)n(C)c2ccc(O)c(CN(C)C)c12 | -0.3 | -0.1 | -6.3 | 17.5 | x | 6.3 | x | -1.4 | x
O=C(c1c[nH]c(=O)n(-c2ccccc2)c1=O)N1CCc2ccccc21 | x | x | 0.9 | -19.1 | -5.7[fluorescence artefact?] | 2.0 | 108.1 | -1.3 | -8.8
c1ccc(Oc2cccc(OCCn3cncn3)c2)cc1 | 1.2 | -24.3 | 4.6 | 10.9 | -6.8 | 7.2 | 139.2 | -2.0 | -0.9
Cc1cccc(NC(=O)CSc2nnc(CSc3nc(C)cc(C)n3)n2Cc2ccco2)c1 | -1.1 | 2.7 | -0.6 | 2.9 | -3.8 | 2.8 | 106.9 | -1.5 | -5.8
S=C(NCCN1CCOCC1)N/N=C/c1c2ccccc2cc2ccccc12 | -4.0 | 2.0 | -12.7 | -36.9 | -8.9 | 21.6 | 72.2[fluorescence artefact?] | 4.0 | -15.5[fluorescence artefact?]
O=C(Nc1ccc(N2C(=O)C3C4C=CC(C4)C3C2=O)cc1)Nc1cccnc1 (stereo not drawn) | x | x | -16.0 | -6.2 | 6.1 | 8.2 | 135.4 | -1.2 | -1.5
COc1ccc(C)cc1NC(=O)CSc1nnc(-c2ccco2)n1Cc1ccco1 | 5.3 | 8.1 | -4.0 | 5.4 | 14.7 | 8.4 | 83.6 | 0.3 | 7.5

Compound activity as filed in PubChem.
